High-throughput results deposited in PubChem by The Scripps Research Institute Molecular Screening Center.
PAFAH2 FP inh = PAFAH2 (human) inhibition | inhibition, % at 3.39 µM | Q99487 | hit rate 0.99% among 340,000 | recombinant PAFAH2, FP-rhodamine activity probe, fluorescence polarization;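 active = inhibition above the mean over all tested compounds plus 3 SD, cut at about 30% in these data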;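 also: inhibitors block probe labeling of enzyme so polarization drops; 0% = enzyme with DMSO and 100% = wells lacking PAFAH2 protein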
GSTO1 counter = blocks human GSTO1 in RBBP9 counter-screen. inhibition, % at 5.96 µM. hit rate 1.1% among 300,000. P78417. AID 1974. recombinant GSTO1, activity-based probe fluorescence polarization;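 active = inhibition above the campaign mean inhibition plus 3 SD, cut at about 35% in these data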;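 also: 0% = GSTO1-1 with DMSO and 100% = wells lacking GSTO1-1 enzyme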
PREPL inh = inhibits the human prolyl oligopeptidase-like enzyme; recombinant PREPL, fluorescence polarization activity-based probe; inhibition, % at 5.96 µM; hit rate 0.68% among 320,000; in the data active = inhibition above about 43%;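 also: 0% = enzyme with DMSO and 100% = wells lacking enzyme; many of its hits are not listed in these tables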
EBNA-1 inh = blocks EBNA-1 binding to DNA; EBNA-1 DNA binding, fluorescence polarization; inhibition, % at 14.8 µM; hit rate 0.34% among 300,000; AID 1950; in the data active = inhibition above about 28%
ZTA counter = blocks Epstein-Barr virus ZTA, an EBNA-1 counter-screen; hit rate 0.15% among 320,000; ZTA-DNA binding, fluorescence polarization; inhibition, % at 11 µM; P03206; in the data active = inhibition above about 33%
Target sequence (P03206 whole entry, looked up): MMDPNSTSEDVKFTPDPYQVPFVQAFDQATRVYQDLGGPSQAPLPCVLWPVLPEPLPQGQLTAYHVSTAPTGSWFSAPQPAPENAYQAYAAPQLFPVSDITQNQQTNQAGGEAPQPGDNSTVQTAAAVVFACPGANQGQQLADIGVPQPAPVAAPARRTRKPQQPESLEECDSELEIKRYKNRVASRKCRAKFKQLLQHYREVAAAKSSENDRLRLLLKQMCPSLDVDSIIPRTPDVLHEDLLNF
PAFAH1B3 inh = inhibitors of human PAFAH1B3 | recombinant PAFAH1B3, FP-rhodamine probe, fluorescence polarization | inhibition, % at 3.39 µM | hit rate 0.28% among 340,000 | Q15102 | AID 492972;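 active = inhibition above the screen-wide average of all tested compounds plus 3 SD, cut at about 25% in these data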;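 also: 0% = enzyme with DMSO only and 100% = wells lacking PAFAH1B3 protein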
Target sequence (Q15102 whole entry, looked up): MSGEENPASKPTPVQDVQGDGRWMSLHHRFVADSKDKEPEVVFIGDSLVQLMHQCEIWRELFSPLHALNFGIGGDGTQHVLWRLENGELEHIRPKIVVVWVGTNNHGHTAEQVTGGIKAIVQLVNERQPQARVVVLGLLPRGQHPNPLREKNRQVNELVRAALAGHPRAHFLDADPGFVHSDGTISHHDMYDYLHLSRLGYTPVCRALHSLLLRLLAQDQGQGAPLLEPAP
PAD4 FP inh = PAD4 (human) enzyme inhibition; Q9UM07; recombinant PAD4, RCA probe fluorescence polarization; inhibition, % at 6.36 µM; hit rate 0.41% among 330,000;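 active = percent inhibition above a cutoff equal to the mean of all tested compounds plus 3 SD, cut at about 15% in these data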;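 also: 0% = PAD4 with RCA probe and DMSO and 100% = probe without PAD4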
LYPLA1 counter = blocks human lysophospholipase 1, a PME1 counter-screen. O75608. recombinant LYPLA1, FP-Rh probe fluorescence polarization. inhibition, % at 5.9 µM. hit rate 0.16% among 320,000. AID 2174;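 active = inhibition above the mean of all tested compounds plus 3 SD, set per campaign, cut at about 14% in these data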;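 also: inhibitors block serine hydrolase probe labeling of LYPLA1 so polarization falls; 0% = enzyme with DMSO and 100% = wells lacking LYPLA1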
Target sequence (O75608 whole entry, looked up): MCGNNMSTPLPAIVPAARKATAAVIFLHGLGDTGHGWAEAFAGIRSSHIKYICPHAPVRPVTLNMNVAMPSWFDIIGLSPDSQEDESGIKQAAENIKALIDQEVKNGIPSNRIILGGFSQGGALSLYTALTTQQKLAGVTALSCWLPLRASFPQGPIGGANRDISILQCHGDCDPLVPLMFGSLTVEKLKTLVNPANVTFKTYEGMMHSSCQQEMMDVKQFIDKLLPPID
LYPLA2 inh = blocks human lysophospholipase 2, a PME1 counter-screen. O95372. recombinant LYPLA2, FP-Rh probe fluorescence polarization. hit rate 0.38% among 320,000. inhibition, % at 5.9 µM;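 active = inhibition above the screen-wide mean plus 3 SD, limit set per campaign, cut at about 26% in these data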;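 also: 0% = LYPLA2 with DMSO and 100% = wells lacking LYPLA2 enzyme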
Target sequence (O95372 whole entry, looked up): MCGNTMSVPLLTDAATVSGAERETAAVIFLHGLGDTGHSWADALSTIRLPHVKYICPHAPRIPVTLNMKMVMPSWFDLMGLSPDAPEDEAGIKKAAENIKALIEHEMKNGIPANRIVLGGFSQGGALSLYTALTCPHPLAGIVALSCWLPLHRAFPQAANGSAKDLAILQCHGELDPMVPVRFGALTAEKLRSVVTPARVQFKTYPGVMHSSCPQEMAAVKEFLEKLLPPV
An asterisk follows results filed as active; · = not tested or not shown. The list is partial. The share of hits here may be higher or lower than overall.

SMILES | PAFAH2 FP inh | GSTO1 counter | PREPL inh | EBNA-1 inh | ZTA counter | PAFAH1B3 inh | PAD4 FP inh | LYPLA1 counter | LYPLA2 inh
O=C(Oc1cccc([N+](=O)[O-])c1)c1ccc2c(=O)n3c(nc2c1)CCC3 | 15 | · | 4 | · | 4 | 5 | 9 | -4 | 2
O=C(c1cccc(F)c1)N1CCc2ccccc21 | 0 | 2 | -13 | 0 | -1 | 5 | -4 | -1 | -3
CC1=C(C)CS(=O)N(c2ccc(S(N)(=O)=O)cc2)C1 (configuration not stated) | 4 | -22 | -17 | -8 | -1 | 4 | -6 | 1 | 3
O=S(=O)(c1ccc2c(c1)OCCO2)N1CCN(Cc2ccccc2)CC1 | 1 | -5 | -5 | 1 | -4 | 6 | -3 | 2 | -1
COc1ccc(S(=O)(=O)N(CC(=O)NCc2ccncc2)Cc2ccccc2)cc1 | 6 | 0 | -1 | 4 | 1 | 2 | -1 | 0 | -1
O=C(c1c(F)cccc1F)N1CCC(n2nnc3cc(C(F)(F)F)ccc32)CC1 | 1 | -2 | -16 | -3 | -6 | 2 | 1 | 4 | 7
CCc1ccc(C(=O)Nc2ccc(S(=O)(=O)Nc3nc(C)cc(C)n3)cc2)o1 | -3 | -1 | 0 | -2 | -11 | 2 | 3 | 1 | 0
COc1ccccc1C(=O)NNC1=NS(=O)(=O)c2ccccc21 | 2 | 0 | 1 | -6 | -14 | 6 | 0 | 3 | 1
COc1ccc(NC(=O)Cn2c(C)cc(=O)c3cccc(OC)c32)cc1 | -5 | 4 | 1 | 9 | 7 | -1 | 0 | 0 | 4
O=C(Nc1nc2ccc(S(=O)(=O)N3CCCC3)cc2s1)c1cccs1 | 0 | -9 | -7 | -1 | -3 | 7 | -7 | 8 | 2

Continued, starting with the last seven of the part before.
SMILES | PAFAH2 FP inh | GSTO1 counter | PREPL inh | EBNA-1 inh | ZTA counter | PAFAH1B3 inh | PAD4 FP inh | LYPLA1 counter | LYPLA2 inh
O=S(=O)(c1ccc2c(c1)OCCO2)N1CCN(Cc2ccccc2)CC1 | 1 | -5 | -5 | 1 | -4 | 6 | -3 | 2 | -1
COc1ccc(S(=O)(=O)N(CC(=O)NCc2ccncc2)Cc2ccccc2)cc1 | 6 | 0 | -1 | 4 | 1 | 2 | -1 | 0 | -1
O=C(c1c(F)cccc1F)N1CCC(n2nnc3cc(C(F)(F)F)ccc32)CC1 | 1 | -2 | -16 | -3 | -6 | 2 | 1 | 4 | 7
CCc1ccc(C(=O)Nc2ccc(S(=O)(=O)Nc3nc(C)cc(C)n3)cc2)o1 | -3 | -1 | 0 | -2 | -11 | 2 | 3 | 1 | 0
COc1ccccc1C(=O)NNC1=NS(=O)(=O)c2ccccc21 | 2 | 0 | 1 | -6 | -14 | 6 | 0 | 3 | 1
COc1ccc(NC(=O)Cn2c(C)cc(=O)c3cccc(OC)c32)cc1 | -5 | 4 | 1 | 9 | 7 | -1 | 0 | 0 | 4
O=C(Nc1nc2ccc(S(=O)(=O)N3CCCC3)cc2s1)c1cccs1 | 0 | -9 | -7 | -1 | -3 | 7 | -7 | 8 | 2
O=C(NCc1cccc(Br)c1)C1CC(c2ccccc2C(F)(F)F)=NO1 (configuration not stated) | 4 | 0 | -7 | 4 | -20 | -1 | 3 | 0 | 5
COc1ccc(-c2cc(=O)oc3cc(OCC(=O)Nc4ccccn4)ccc23)cc1 | 5 | 0 | 1 | -6 | -1 | 5 | 2 | -6 | -5
Cc1cccc(C(=O)OCC(=O)c2c(C)[nH]c3ccccc23)c1O | 3 | · | 18 | · | -12 | 1 | 0 | -5 | -1
COc1ccc(CN(C#N)c2nc(SC)nc(N(C)C)n2)cc1 | 4 | -3 | -16 | 8 | 1 | 1 | -8 | 0 | -9
COc1ccc(NC(=O)Cn2ccc3c(OC)cccc3c2=O)cc1 | -8 | 8 | 14 | 3 | -18 | 5 | 0 | 1 | 5
CCC(=O)Nc1ccccc1C(=O)OCC(=O)c1ccc2ccccc2c1 | -10 | 7 | -11 | 1 | 10 | 0 | -1 | -8 | -9
Cc1cc(C)c(C#N)c(Oc2ccccc2Br)n1 | -3 | 2 | -4 | 4 | 7 | 5 | -4 | -2 | -1
Cc1ccc(N2CCN(C(=O)c3cc(COc4c(C)cccc4C)on3)CC2)c(C)c1 | 2 | 5 | 1 | 5 | 11 | 6 | 2 | -3 | -2
NC(=S)c1cc2cc(Br)ccc2oc1=O | 12 | 0 | 6 | -2 | 0 | 14 | 2 | -2 | -1
COc1cccc(OC)c1OCCCOc1ccc(C)cc1Br | 4 | 0 | -2 | -3 | -3 | -2 | -5 | -3 | -3
Cc1cc(/C=C(\C#N)C(N)=O)c(C)n1-c1ccc(N2CCOCC2)c([N+](=O)[O-])c1 | 8 | -3 | -6 | -5 | 5 | 3 | -1 | -2 | 19
CC(C)c1ccc(OCC(=O)NNC(=S)NC(=O)c2ccco2)c(Br)c1 | 8 | -2 | 1 | 6 | 1 | 27* | -7 | -2 | 0
O=C(CSc1ccc(Cl)cc1)NC1CCCc2ccccc21 (configuration not stated) | 7 | 4 | -5 | -13 | -8 | -4 | 1 | 2 | 9
Cc1cc(/C=N\NC(=O)COc2cccc3cccnc23)c(C)n1-c1ccccc1 | 8 | -2 | 19 | 3 | -6 | 11 | 4 | -1 | 1
O=C(Nc1ccc(N2CCOCC2)cc1)c1ccc(-c2ccccc2[N+](=O)[O-])o1 | -11 | 9 | 15 | 3 | -11 | 6 | 1 | -1 | 10
O=C1C(Cl)=C(NCCN2CCCCC2)C(=O)c2ccccc21 | -1 | 71* | 13 | 4 | -5 | 29* | -3 | -1 | 4
COc1ccc(C2CC(=O)Nc3n[nH]c(-c4ccccc4)c32)cc1OC (configuration not stated) | 3 | 6 | -11 | -6 | 6 | 13 | -3 | 0 | 0
Cc1ccc(NS(=O)(=O)c2cc(NC(=O)C(C)Oc3ccccc3)ccc2C)c(C)c1 (configuration not stated) | -8 | 2 | -4 | -2 | -16 | 4 | -4 | -9 | -25
Cc1cccc(C)c1N=C1C(=O)Nc2ccccc21 | -3 | 24 | 1 | 7 | -11 | 6 | -2 | -1 | 2
CCN(CC)CCOC(=O)c1ccc(NC(=O)c2cccc(C)c2[N+](=O)[O-])cc1 | 2 | -7 | 8 | -19 | 6 | 6 | 0 | -3 | -3

Entries above containing two or more sulfur atoms:
SMILES | PAFAH2 FP inh | GSTO1 counter | PREPL inh | EBNA-1 inh | ZTA counter | PAFAH1B3 inh | PAD4 FP inh | LYPLA1 counter | LYPLA2 inh
CC1=C(C)CS(=O)N(c2ccc(S(N)(=O)=O)cc2)C1 (configuration not stated) | 4 | -22 | -17 | -8 | -1 | 4 | -6 | 1 | 3
O=C(Nc1nc2ccc(S(=O)(=O)N3CCCC3)cc2s1)c1cccs1 | 0 | -9 | -7 | -1 | -3 | 7 | -7 | 8 | 2

(continued)
SMILES | PAFAH2 FP inh | GSTO1 counter | PREPL inh | EBNA-1 inh | ZTA counter | PAFAH1B3 inh | PAD4 FP inh | LYPLA1 counter | LYPLA2 inh
COc1ccc(N2CCN(C(=O)CSc3ncnc4c3cnn4-c3ccccc3C)CC2)cc1 | -1 | 6 | 13 | -2 | -2 | 3 | -1 | -1 | -6
CCN(C(=O)COC(=O)c1cccc(S(=O)(=O)N(CC)CC)c1)C1CCS(=O)(=O)C1 (configuration not stated) | -6 | -5 | 8 | -7 | -20 | -2 | -1 | -1 | -6
CC(C)NC(=O)c1ccccc1S(=O)c1ccccc1C#N (configuration not stated) | 5 | -3 | 2 | -7 | -4 | -1 | -4 | 6 | 9
CC1(C)CC2CC(C)(CN2S(=O)(=O)c2cccc(C(=O)OCC(N)=O)c2)C1 (configuration not stated) | 3 | 4 | 8 | 3 | -12 | 2 | 4 | 0 | 7
COc1ccc(Cl)cc1Nc1nc(NCCO)nc(N2CCCCC2)n1 | -4 | -1 | 5 | 3 | -7 | 6 | 0 | -3 | -1
CS(=O)(=O)N(CC(=O)N1CCN(c2cccc(Cl)c2)CC1)c1ccccc1 | -4 | 1 | 0 | -1 | -6 | -5 | -2 | 0 | 2
O=C(CSc1nnc(Cc2cc(=O)[nH]c(=O)[nH]2)n1-c1ccc(Cl)cc1)NC1CCCC1 | -3 | 0 | 14 | -2 | 0 | 7 | 0 | 3 | -1
COC(=O)c1cccc(COC(=O)c2ccc(N(C)C)cc2)c1 | 29 | 2 | 10 | 4 | -2 | 4 | 5 | 4 | 10
CN(C)CCCNc1nc(N)c([N+](=O)[O-])c(NC2CCCCC2)n1 | -1 | -2 | -9 | 8 | 5 | 5 | 0 | -3 | 0
Cc1occc1C(=O)NC(C)C12CC3CC(CC(C3)C1)C2 (configuration not stated) | 3 | -3 | -8 | -16 | -3 | -3 | -2 | -3 | -1
COc1cccc(C2C3=C(N=c4s/c(=C\c5ccc(O)cc5)c(=O)n42)c2ccccc2CC3)c1OC (configuration not stated) | 1 | 1 | 1 | 4 | 3 | 6 | 1 | 5 | -4
Cc1ccccc1NC(=O)c1ccc(CN2CCc3ccccc3C2)cc1 | -8 | 4 | 22 | 10 | 3 | 1 | 2 | 3 | 3
O=C(NNc1ncccc1-n1cccc1)c1ccc(Cl)cc1 | 3 | 1 | 3 | 8 | -1 | 5 | 0 | 2 | -5
O=C(CCCN1C(=O)c2ccccc2C1=O)Nc1nnc(C2CC2)s1 | 5 | -6 | 1 | 1 | 16 | 1 | 1 | -4 | -7
COC(=O)CSc1nc(N)c2c3c(sc2n1)C(c1ccccc1)SC(c1ccccc1)C3 (configuration not stated) | -10 | -29 | 14 | 15 | 14 | -13 | -14 | -9 | -15
CCCNc1nc(C)cc(-c2cc(-c3ccc(Cl)cc3)on2)n1 | -3 | 4 | -4 | 9 | -4 | 4 | -4 | -4 | -8
COc1ccc(C(=O)OCC(=O)Nc2ccc(N3CCOCC3)cc2)cc1 | 17 | · | -32 | · | -9 | 0 | -2 | -4 | 4
O=C(NCCSc1ccccn1)c1ccc(Cl)cc1Cl | -3 | -11 | -8 | 13 | -1 | 10 | 1 | 3 | 8
CC(C)c1ccc(NC(=O)COc2ccc(C3SCCS3)cc2)cc1 | -3 | -2 | -8 | -8 | 0 | 6 | 3 | -2 | 2
COc1cc2c(cc1OC)C1=C(C#N)CCC(=NC(=O)c3ccco3)N1CC2 | 1 | 11 | 9 | -6 | -13 | 4 | -5 | 4 | 3
COc1ccc(-n2c(O)c(C=NCC(c3ccco3)N3CCCC3)c3ccccc3c2=O)cc1OC (configuration not stated) | -5 | -2 | 0 | -8 | -6 | 5 | -1 | -3 | -1
O=C1/C(=C\c2cccnc2)SC(=S)N1c1ccc(F)cc1 | 11 | -18 | -2 | 1 | 12 | 11 | -2 | 1 | 0
Cc1cccc(N/N=C/c2ccccc2O)c1 | -1 | 2 | 12 | 1 | 3 | 6 | 0 | 1 | 4
Cc1cc(NC(=O)Nc2ccc(Cl)cc2)n(C(C)(C)C)n1 | 3 | -2 | 6 | 8 | 9 | 6 | -1 | -1 | 13
